Screening results from PubChem.
NPYLR7 ag – mosquito NPYLR7 agonism; HEK293T NPYLR7/Galpha15, GCaMP6s calcium fluorescence; activation, % at 10 µM; 270,000 tested, 0.15% active; AID 1259423; in the data active means activation above about 40%;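 further: 0% = vehicle and 100% = reference agonist at the receptor; some compounds past the cut are filed as inactive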
hcGAS inh – inhibitors of human cGAS; 290,000 tested, 0.081% active; Q8N884; inhibition, % at 12.5 µM; recombinant h-cGAS, ATP depletion, Kinase-Glo luminescence; AID 1259398;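 further: 0% = vehicle reaction and 100% = reaction without DNA for no activity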
Target sequence (Q8N884 whole entry, looked up): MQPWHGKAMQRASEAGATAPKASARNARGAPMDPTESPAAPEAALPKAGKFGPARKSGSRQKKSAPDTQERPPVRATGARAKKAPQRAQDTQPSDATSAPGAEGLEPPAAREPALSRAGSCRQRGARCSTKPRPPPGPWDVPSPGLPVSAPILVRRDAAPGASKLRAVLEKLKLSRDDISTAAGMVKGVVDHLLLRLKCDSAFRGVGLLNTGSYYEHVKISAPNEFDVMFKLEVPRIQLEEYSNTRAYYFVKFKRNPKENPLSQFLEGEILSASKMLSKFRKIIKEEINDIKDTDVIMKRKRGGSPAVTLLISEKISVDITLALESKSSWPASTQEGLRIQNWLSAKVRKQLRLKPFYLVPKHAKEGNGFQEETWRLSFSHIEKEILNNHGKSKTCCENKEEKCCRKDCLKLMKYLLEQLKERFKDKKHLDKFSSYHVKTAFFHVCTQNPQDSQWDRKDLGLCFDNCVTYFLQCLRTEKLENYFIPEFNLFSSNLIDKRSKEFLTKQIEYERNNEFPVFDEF
mcGAS lum – blocks mouse cGAS activity; Q8C6L5; recombinant cGAS, Kinase-Glo ATP depletion luminescence; inhibition, % at 12.5 µM; 160,000 tested, 0.15% active; AID 1259399;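 further: 0% = negative control wells and 100% = reference inhibitor with no enzyme activity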
Numbers without * were called inactive; · = no result given; & = joins results of further samples. Unless noted, no stated cut-off is given here; in the data, active means inhibition above about 40%; inactive means the rest. Compounds were not picked by outcome, and some 0.26% of all compounds hit somewhere here.

Every second line gives: NPYLR7 ag	hcGAS inh	mcGAS lum
CCn1nccc1NC(=O)c1csc([C@@H]2O[C@H](CO)[C@H](O)[C@H](O)[C@H]2O)n1
 : 3	-5	-8
OC(COc1ccccc1)CN(Cc1ccc(F)cc1F)CC1CC(c2ccc(F)cc2)=NO1 (stereo not drawn)
 : -3	-7	-6
Cc1nnc(SCCn2c(Br)nc3c2c(=O)n(C)c(=O)n3C)s1
 : 7	-4	-5
CN1CCN(S(=O)(=O)c2cccs2)c2cnccc21
 : 1	-2	-9
O=C(Nc1ccc(-c2nc3ccccc3o2)cc1)c1ccco1
 : 8	-4	·
CS(=O)(=O)c1ccc(-c2cccc3c2OC(CNC(=O)c2cc[n+]([O-])cc2)C3)cc1 (stereo not drawn)
 : 76*	-6	-10
O=C(NCC1CC1)c1nn(-c2cccc(F)c2)c(=O)n(Cc2cccc(Cl)c2)c1=O
 : 1	-4	-4
CCOc1ccc(-c2cc3c(=O)n(CC(N)=O)ccn3n2)cc1
 : 20	-8	-10
Cc1cccc(-n2cc(CN(C)Cc3ccno3)c(-c3cccc(F)c3)n2)c1
 : 15	-5	-17
Cc1ccc(NC(=O)N(CC(=O)N2c3ccccc3-n3cccc3C2c2ccco2)C2CC2)c(C)c1 (stereo not drawn)
 : 16	-2	-5
COc1ccc(N2C(=O)CN(Cc3ccco3)C3CS(=O)(=O)CC32)cc1Cl (stereo not drawn)
 : 1	-9	·
O=C(COc1ccc(-c2nccn2C2CCCC2)cc1)N1CCOCC1
 : 3	-5	·
O=C(Nc1ccc(C2SCC(=O)N2c2cc(F)ccc2F)cc1)c1ccc(F)cc1 (stereo not drawn)
 : 14	-4	-6
O=C1NC(=O)C2C1C(c1ccccc1F)NN2Cc1ccccc1 (stereo not drawn)
 : 0	-9	-8
COCCCn1c(SCC(=O)C(C)(C)C)nnc1-c1cc(-c2ccccc2)nc2ccccc12
 : -3	-3	-4

In the list so far, two have an aryl thioether with sulfur outside any ring.
Every second line gives: NPYLR7 ag	hcGAS inh	mcGAS lum
Cc1nnc(SCCn2c(Br)nc3c2c(=O)n(C)c(=O)n3C)s1
 : 7	-4	-5
COCCCn1c(SCC(=O)C(C)(C)C)nnc1-c1cc(-c2ccccc2)nc2ccccc12
 : -3	-3	-4

Further results
Every second line gives: NPYLR7 ag	hcGAS inh	mcGAS lum
COCCn1c(C)cn2c3c(=O)n(CC(=O)c4ccc(F)cc4)c(=O)n(C)c3nc12
 : 6	-6	·
Cc1cc(C)nc(-n2ncc3c2CC(c2ccccc2)CC3=O)n1 (stereo not drawn)
 : 17	-2	·
Cc1cc(NC(=O)c2c(-c3ccccc3Cl)noc2C)no1
 : 3	-10	2
COC(=O)CN1CC2(CCN(C(=O)C(n3cccc3)C(C)(C)C)CC2)OC1=O (stereo not drawn)
 : 1	5	·
COCCN(Cc1ccccc1OC)CC(O)COCC(C)C (stereo not drawn)
 : -3	-3	-3
Cc1nc(N2C[C@H](O)[C@@H](N3CCCC3)C2)c2cnn(C)c2n1
 : 1	-4	-12
O=C(NCc1cccnc1N1CCOCC1)c1cn(CC2CCCNC2)nn1 (stereo not drawn)
 : -3	3	·
CCN(CC)C1CCN(c2ccc(-c3ccccc3OC)nn2)C1 (stereo not drawn)
 : 3	-4	·
CC(=O)c1cccc(NC(=O)C(Sc2nncn2C)c2ccccc2)c1 (stereo not drawn)
 : -2	-5	-8
Cc1ccc(S(=O)(=O)NC(=O)Cn2nnc(-c3ccccc3)c2COc2ccc3ccccc3c2)cc1
 : 4	-15	·
Cc1cnc2c(c1SCC(=O)Nc1cccc3ccccc13)c(=O)n(C)c(=O)n2C
 : 7	-5	-6
N=C1c2ccccc2CN1c1ccc2c(c1)Cc1ccccc1-2
 : 3	-4	·
CC(C)NC(=O)NC(C)c1nc(-c2ccccc2)cs1 (stereo not drawn)
 : 18	-9	·
COc1cccc2c1OCC(C(=O)N(C)Cc1noc(CC(C)C)n1)C2 (stereo not drawn)
 : 0	0	·
COc1cccc(C(CNC(=O)CSc2ccc(F)c(F)c2)N(C)C)c1 (stereo not drawn)
 : 2	-5	·

A few values from above.
In mcGAS lum, CC(=O)c1cccc(NC(=O)C(Sc2nncn2C)c2ccccc2)c1 (stereo not drawn) reads -8
In hcGAS inh, N=C1c2ccccc2CN1c1ccc2c(c1)Cc1ccccc1-2 reads -4

Carrying on.
Every second line gives: NPYLR7 ag	hcGAS inh	mcGAS lum
CC(C)C(=O)N1CCC1(C)C(=O)Nc1cc(C2CC2)nn1C (stereo not drawn)
 : -4	-9	·
O=C(CCNC(=O)c1ccco1)OCc1cc(=O)n2cc(Br)ccc2n1
 : 0	-3	-6
CCOC(=O)C1=C(C)N=c2s/c(=C\c3c(F)cccc3Cl)c(=O)n2C1c1ccc(OC)cc1 (stereo not drawn)
 : -5	0	1
CC1CCN(C(=O)c2ccc(NC(=O)N(C)CC(O)CN3CCOCC3)cc2)CC1 (stereo not drawn)
 : 4	-8	·
Cc1nc(CNC(=O)C2CCCN(C3CCN(Cc4cccnc4)CC3)C2)no1 (stereo not drawn)
 : 1	-4	-9
CC1CN(Cn2[nH]c(/C=C/c3ccc(F)cc3)nc2=S)CC(C)O1 (stereo not drawn)
 : -1	-2	·
CCOC(=O)C1(C)CCCCN1C(=O)c1ccc(OC)c(OC)c1 (stereo not drawn)
 : 0	-17	·
CCN(CC)S(=O)(=O)c1ccc(CN2C(=O)C3(CC(=O)N(Cc4ccccc4)C3=O)c3cc(Cl)ccc32)cc1 (stereo not drawn)
 : 7	-3	-3
CC(C)c1cc(C2CCN(C(=O)c3ccccc3-c3ncc[nH]3)CC2)[nH]n1
 : 5	-6	-11
OCCN1CCN(Cc2nnc(Cc3ccccc3)o2)CC1
 : 2	-6	·
O=c1nc(SCc2ccc(C(F)(F)F)cc2)nc2ccccn12
 : 11	-6	-7
COCCN1CCN(CC2CC2)C(c2ccncc2)CC1=O (stereo not drawn)
 : 24	-8	·
Cc1ccc(N2C(=O)CC(N3CCN(S(=O)(=O)c4ccc(F)c(F)c4F)CC3)C2=O)c(C)c1 (stereo not drawn)
 : -7	-4	-8
O=C(Nc1ccccc1)C1CCN(c2ccc(-c3ccco3)nn2)CC1
 : -4	-1	-8
CCc1nc2c(OCc3ccc(OC(F)F)cc3)cccn2c1N(C)C(=O)c1cccs1
 : -12	2	2

Grouped by structure, those above containing bromine.
Every second line gives: NPYLR7 ag	hcGAS inh	mcGAS lum
Cc1nnc(SCCn2c(Br)nc3c2c(=O)n(C)c(=O)n3C)s1
 : 7	-4	-5
O=C(CCNC(=O)c1ccco1)OCc1cc(=O)n2cc(Br)ccc2n1
 : 0	-3	-6

Next compounds:
Every second line gives: NPYLR7 ag	hcGAS inh	mcGAS lum
COc1ccc(-c2csc(=Nc3cccc(C(C)=O)c3)n2CCc2cccc(C(F)(F)F)c2)cc1
 : 0	-10	·
CN(Cc1ccccc1-c1ccccc1)C(=O)C1CNC(=O)N1 (stereo not drawn)
 : 5	-11	·
CC(=O)CN1N=C(C)Cn2c1nc1c2c(=O)n(Cc2ccc(Cl)cc2Cl)c(=O)n1C
 : -7	-8	·
CC(C)c1cc(C(=O)N2CCCC2c2ccccn2)n(C)n1 (stereo not drawn)
 : 2	-1	-9
O=c1ccc(-c2ccc(Cl)cc2)nn1CCNS(=O)(=O)c1ccccc1C(F)(F)F
 : 12	-6	-9
CC(=O)c1cccc(NC(=O)c2ccc(C)c(S(=O)(=O)N3CCOCC3)c2)c1
 : 16	0	-5
CC=CCn1c(SCCO)nc2c1c(=O)[nH]c(=O)n2C
 : -1	-11	·
O=C1CCCCN1CCNCc1cn(-c2ccc(F)cc2)nc1-c1ccccc1Cl
 : 3	0	-14
CC(NC(=O)CCl)c1ccc2c(c1)OCO2 (stereo not drawn)
 : -6	-7	-2
O=C(NC1CCN(c2ccccc2C(=O)NCc2ccc3c(c2)OCO3)CC1)c1ccc(C(F)(F)F)cc1
 : -2	1	-3
O=C(Cc1cccs1)NCCOc1ccc(-c2ccc(F)cc2)nn1
 : -3	-10	-5
CCOC(=O)C1CCCN(/C=C2\Oc3cc(O)ccc3C2=O)C1 (stereo not drawn)
 : -1	-8	-9
COc1cccc(CCN2CCC(C(=O)NC(c3ccc(Cl)cc3)c3ccsc3)CC2)c1 (stereo not drawn)
 : 28	-3	-6
Cc1cc2nc(CN3CCCC(CCc4ccc(F)cc4F)C3)cc(=O)n2[nH]1 (stereo not drawn)
 : 10	-3	·
C1COC(COCCN2CCCC2c2noc(C3CC3)n2)C1 (stereo not drawn)
 : -1	-12	·

One compound at a time, as listed above. Order of values: NPYLR7 ag	hcGAS inh	mcGAS lum
O=c1ccc(-c2ccc(Cl)cc2)nn1CCNS(=O)(=O)c1ccccc1C(F)(F)F in the list: 12	-6	-9
CC(=O)CN1N=C(C)Cn2c1nc1c2c(=O)n(Cc2ccc(Cl)cc2Cl)c(=O)n1C in the list: -7	-8	·

(cont.)
Every second line gives: NPYLR7 ag	hcGAS inh	mcGAS lum
CCc1cccc(NC(=O)CCC(=O)NCc2cnc(C)cn2)c1
 : -2	-6	-1
Cn1nnc2c(=O)n(CC(N)=O)cnc21
 : 2	-5	·
Brc1ccc2nc(CSc3nc4ccccc4s3)cn2c1
 : -13	-3	·
Cc1cc(C(=O)N(CCCN2CCOCC2)c2nc3c(C)ccc(C)c3s2)on1
 : 1	-8	·
CC(Cc1ccc2c(c1)OCO2)CN1CCn2c(nnc2C(=O)N2CCCCC2)C1 (stereo not drawn)
 : 1	4	·
CN(Cc1ccccc1)C(=O)c1ccc(CSc2nc(N(C)C3CCCCC3)cc(C(F)(F)F)n2)o1
 : -9	2	1
c1ccc(C2=NN(c3ccccc3)CC2)cc1
 : -6	-8	·
CCCn1nnnc1Cn1nc(C)c(C#N)c1N
 : 0	4	·
CNc1cc(Nc2ccccc2)c2c3c(onc13)-c1ccccc1C2=O
 : -15	-29	·
CN(Cc1n[nH]c(=O)[nH]1)Cc1cn(Cc2ccccc2)nc1-c1ccc2c(c1)OCO2
 : 0	2	·
O=C1c2ccccc2C(=O)N1n1cnnc1
 : 4	-2	·
Cc1ccc(C)c(OCCCC(C)(C)C(=O)NCCCN(C)c2ccccc2)c1
 : -8	-8	-3
Cc1ccccc1N1C(=O)c2cc(S(N)(=O)=O)c(Cl)cc2NC1C (stereo not drawn)
 : -10&-1&-4	-2&-2&-2	-3&-1
Cc1ccccc1Cc1sc(N)nc1C
 : 0&8	-1&-8	·
COc1ccc(C)cc1NC(C)c1nc2ccccc2n1C(F)F (stereo not drawn)
 : 6	-10	·

Further entries.
Every second line gives: NPYLR7 ag	hcGAS inh	mcGAS lum
CC(C)(C)c1ccc(C(=O)N2CCC2(C)C(=O)Nc2cccc3cccnc23)cc1 (stereo not drawn)
 : 13	-11	-4
O=S(=O)(CCc1ccncc1)c1ccccc1
 : 4	-8	-5
Cc1cc(=O)[nH]c(NN=Cc2ccc3c(c2)OCCO3)n1
 : 1	-8	·
Nc1ccc(O)c(C(=O)O)c1
 : -7&18	-4&-1	·
Cc1cc(C)cc(C(=O)Oc2coc(CSc3ncccn3)cc2=O)c1
 : -12	-3	-3
COCCNC(=O)c1c(NC(=O)c2ccc([N+](=O)[O-])cc2)sc2c1CCCC2
 : 4	-6	-7
CCCN(CC)c1ccc(C(=O)N2CCC(C(=O)N3CCC(C(N)=O)CC3)CC2)cc1
 : 6	-2	·
CN(CCC1CCOCC1)C(=O)CC1C(=O)NCCN1CC1CCCCC1 (stereo not drawn)
 : -3&2	-1&-8	-9
CC(C)C(=O)NC(NC(=O)C(C)C)c1ccc(Br)cc1
 : 4	-9	·
COCCc1nc2ccc(C(=O)N3CCN(c4ccccc4C)CC3C)cc2o1 (stereo not drawn)
 : 17	-4	·
CC1CN(Cn2[nH]c(C(C)(C)C)nc2=S)CCO1 (stereo not drawn)
 : -3	-7	·
O=C(O)c1ccccc1N=Nc1c(O)[nH]c2ccccc12
 : -3	-4	·
Oc1[nH]c2ccc(F)cc2c1N=Nc1ncc(Cl)cc1Cl
 : 4	1	·
CN1CCN2CCN(C(=O)C(=O)Nc3ccccc3Cl)CC2C1=O (stereo not drawn)
 : 8	-4	-17
Cc1ccc(CN(CCc2ccccc2)C(=O)CN(CC2CCCO2)C(=O)c2ccc(Cl)cc2)o1 (stereo not drawn)
 : ·	-12	-9

More compounds follow.
Every second line gives: NPYLR7 ag	hcGAS inh	mcGAS lum
COc1ccccc1N1CCC(NC(C)c2c(C)nn(C)c2C)CC1 (stereo not drawn)
 : 13	-8	·
CN(C)c1cccc(-c2ccnc3n[nH]c(-c4cccc(Cl)c4)c23)c1
 : 4	-2	-1
CC(=O)Oc1ccc(CN2C(=O)C3(CCC3)ON=C2c2cccc(Cl)c2)cc1
 : -4	8	·
C=CCNCC(=O)N(Cc1ccccc1)Cc1ccc(C)s1
 : -6	-10	-6
C=CCc1ccc(OCCn2cnc3ccccc3c2=O)c(OC)c1
 : 5&-6	-2&-1	·
CCC(C)N(Cc1ccc(CO)o1)Cc1ccccc1Cl (stereo not drawn)
 : -9	-4	·
CC(=O)Oc1cccc(O)c1
 : -20	0	·
COCCN1CC(C(=O)NC2(c3ccccc3)CC2)CCC1=O (stereo not drawn)
 : 5	-10	·
COc1ccc(OCCOc2ccc(C)cc2)cc1
 : 27	-11	·
